From PubChem
Siah-1 displacement – Siah-1 peptide-binding antagonists, primary screen, biochemical, fluorescence polarization, rhodamine-plectin, uHTS (AID 1817); Siah-1 / rhodamine-plectin peptide fluorescence polarization; higher % means a stronger effect; actives 0.02% (n = 290,000); E3 ubiquitin-protein ligase SIAH1 (Homo sapiens); displacement, % at 20 µM, or IC50 in µM where a hit was titrated;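 active = displacement of at least 50% at 20 µM, with a fluorescence ratio check between 0.3 and a set limit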;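 note: plate controls were Siah plus tracer with DMSO for no effect and tracer alone without Siah for full effect; strong numbers were not always called active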
PhoP inhibition – inhibitors of PhoP regulon expression, primary screen, Salmonella Typhimurium, GFP reporter (AID 1863). S. Typhimurium PhoP-regulated promoter GFP reporter, 4 h; higher % means a stronger effect. one-dose inhibition, % at 50 µM; IC50 in µM for titrated hits. actives 0.16% (n = 300,000);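 active = inhibition over 29.93%, a cutoff 3 SD above the screen mean, later confirmed by dose response; inconclusive = inhibition over 29.93% but no dose response follow-up; inactive = inhibition at most 29.93% or unconfirmed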;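 note: 0% = low Mg2+ inducing control and 100% = high Mg2+ repressing control; strong numbers were not always called active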
GPR55 LPI antagonism – GPR55 antagonists blocking LPI-driven arrestin recruitment, primary screen, imaging, U2OS, beta-arrestin-GFP, LPI agonist (AID 2013) | G-protein coupled receptor 55 (Homo sapiens) | U2OS GPR55 beta-arrestin-GFP translocation imaging, LPI antagonism; higher % means a stronger effect | inhibition, % at 10 µM, or IC50 in µM where a hit was titrated | actives 0.13% (n = 290,000);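 active = spots per cell inhibited over 60%, with over 100 cells counted and total cytoplasm intensity under 500,000; inconclusive = wells with under 100 cells, flagged as likely toxic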;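 note: U2OS cells stably carrying GPR55 and arrestin-GFP stimulated by 5 µM LPI near EC80; imaged beta-arrestin-GFP aggregate spots per cell after agonist stimulation; plate controls were LPI-stimulated DMSO wells for no effect and DMSO wells without LPI for full effect; some results filed as inactive read as strong as hits; confirmed hits need IC50 under 10 µM and bright autofluorescent wells are also inconclusive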
Myeloid diff 2 – induction of myeloid progenitor differentiation, primary screen, cell-based, flow cytometry, MLPCN library. ER-HoxA9 myeloid progenitors, lysozyme-GFP differentiation. calls only at 10 µM. actives 1% (n = 360,000). AID 624256, 2012;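 active = normalized GFP-positive differentiation at or above the plate's own cutoff, the solvent-only control mean plus 3 SD; inconclusive = no clear call, values can overlap the other calls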;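 note: cells exposed to compound for four days before flow analysis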
HIV peptide binding – inhibitors of HIV fusion peptide binding, primary screen, biochemical, uHTS, fluorescence dequenching (AID 1986); cell-free peptide binding, fluorescence dequenching, 30 min; higher % means a stronger effect; inhibition, % at 20 µM; hits with a dose series show IC50 in µM; actives 0.3% (n = 290,000); in the data active = inhibition mostly above about 52%, no sharp cut-off; inactive = mostly below about 76%; note: some results filed as inactive read as strong as hits
Rac1 GTP hydrolysis – MgcRacGAP GTPase-activating activity inhibitors, confirmation, biochemical, ADP Hunter fluorescence; MgcRacGAP-stimulated Rac1 GTP hydrolysis, ADP Hunter fluorescence; higher % means a stronger effect; GST-tagged Rac1 F28L mutant substrate; one-dose inhibition, % at 30 µM; IC50 in µM for titrated hits; Rac GTPase-activating protein 1 (Homo sapiens); AID 624330, 2012; actives 0.6% (n = 340,000);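 active = first-screen hits whose inhibition reached a set limit at any dose in the follow-up dose series; inconclusive = inhibition above the set first-screen limit but never retested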;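 note: fluorescence reports GDP produced by GAP-driven GTP hydrolysis; strong numbers were not always called active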
NTR1 agonist – agonists of NTR1, primary screen, imaging, U2OS cells, beta-arrestin-GFP, high content (AID 493036); NTR1-U2OS beta-arrestin-GFP spot imaging, agonist mode; actives 0.17% (n = 330,000); activation, % at 20 µM; Neurotensin receptor type 1 (Homo sapiens), P30989;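 active = activation at or above 40% of the spot to cytoplasm intensity ratio, with at least 20 cells analyzed; inconclusive = wells under 20 cells, flagged as cytotoxic or low count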;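 note: 0% = DMSO without peptide and 100% = 100 nM NTR1 peptide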
Target sequence (P30989 whole entry, looked up): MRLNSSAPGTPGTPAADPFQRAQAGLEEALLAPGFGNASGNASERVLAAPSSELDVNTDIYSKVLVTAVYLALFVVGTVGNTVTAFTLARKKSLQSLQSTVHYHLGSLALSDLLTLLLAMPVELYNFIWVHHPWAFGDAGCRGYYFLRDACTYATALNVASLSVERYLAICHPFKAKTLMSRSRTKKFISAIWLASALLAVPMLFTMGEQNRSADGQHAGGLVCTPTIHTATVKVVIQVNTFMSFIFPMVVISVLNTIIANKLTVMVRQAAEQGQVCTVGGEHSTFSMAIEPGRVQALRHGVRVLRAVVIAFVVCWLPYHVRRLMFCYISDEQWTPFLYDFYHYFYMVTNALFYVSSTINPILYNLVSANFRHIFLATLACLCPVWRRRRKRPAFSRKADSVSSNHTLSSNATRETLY
LYP inhibition – inhibitors of LYP phosphatase, biochemical, fluorescence intensity, uHTS (AID 1779); Tyrosine-protein phosphatase non-receptor type 22 (Homo sapiens); recombinant LYP phosphatase, fluorescence intensity; higher % means a stronger effect; inhibition, % at 11.5 µM; hits with a dose series show IC50 in µM; actives 0.054% (n = 290,000); in the data active = inhibition above about 50%;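 note: plate controls were vehicle with enzyme for no effect and no enzyme for full effect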
GPR35 arrestin U2OS – GPR35 antagonists blocking zaprinast-driven arrestin recruitment, primary screen, imaging, U2OS, beta-arrestin-GFP, zaprinast agonist (AID 2058); G-protein coupled receptor 35 (Homo sapiens); U2OS GPR35 beta-arrestin-GFP translocation imaging, zaprinast antagonism; higher % means a stronger effect; inhibition, % at 10 µM, or IC50 in µM where a hit was titrated; actives 0.052% (n = 290,000);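 active = inhibition of at least 50% with at least 30 cells and total cytoplasm GFP at most 10,000,000; inconclusive = under 30 cells or total GFP of 10,000,000 plus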
NTR1 agonist cell count 20 µM – further read-out of NTR1 agonist, marked with its call; cell count; measured here: cell count, cytotoxicity flag
Myeloid diff 2 GFP+ MAC1+ % – recorded beside Myeloid diff 2, whose call it bears; GFP+ MAC1+ double positive, %; measured here: differentiation confirmed by MAC1 staining
The depositor's hits bear a star; i = inactive; ? = inconclusive; . = not tested or not shown; + = active, no number. The order is random; about 2.4% have a hit in one of these screens.

SMILES	Siah-1 displacement	PhoP inhibition	GPR55 LPI antagonism	Myeloid diff 2	Myeloid diff 2 GFP+ MAC1+ %	HIV peptide binding	Rac1 GTP hydrolysis	NTR1 agonist	NTR1 agonist cell count 20 µM	LYP inhibition	GPR35 arrestin U2OS
Cc1ccccc1CS(=O)(=O)CCC(=O)N1CCN(c2ccc(N3CCOCC3)nn2)CC1	2%	12%	14%	i	8.3	1.6%	-5%	1.9	90	-9%	-10%
Cc1nn(C)c(C)c1NC(=O)CC12CC3CC(CC(C3)C1)C2	3%	2%	5%	i	0.7	-1.7%	14%	-1.5	99	-2%	-2%
O=C1c2ccccc2C(=O)N1c1ncc(Cc2ccc(Cl)cc2)s1	-2%	11%	-4%	i	0.4	2.6%	0%	.	.	-4%	-4%
Cc1ccc(F)cc1NC(=O)COC(=O)COc1ccc(C#N)cc1	.	-3%	.	i	0.6	.	4%	0.4	63	.	.
Cc1n[nH]c(C)c1-c1nc2ccccc2[nH]1	2%	-12%	4%	i	3.2	-1.5%	1%	-1.0	64	-4%	7%
O=C(Nc1ccc(Cl)c(Cl)c1)Oc1ccc(NC(=O)c2ccco2)cc1	-3%	-3%	-10%	i	0.4	6.0%	?	1.9	58	-6%	3%
CCOC(=O)N1CCN(C(=O)c2cc3cc(C)ccc3[nH]2)CC1	15%	1%	2%	i	0.3	0.1%	10%	0.3	52	-6%	-5%
COc1ccc2[nH]c3c(NCc4ccco4)ncnc3c2c1	6%	7%	14%	.	.	4.4%	.	0.0	52	-4%	25%
OCC1CCCN1C(=S)Nc1ccccc1 (configuration not stated)	-6%	9%	7%	i	6.6	-1.6%	6%	1.5	56	-7%	2%
O=C(Nc1cccc(S(=O)(=O)N2CCOCC2)c1)c1ccc2ccccc2n1	0%	.	3%	i	0.4	-0.2%	7%	0.5	52	-3%	1%
CN(C)S(=O)(=O)c1ccc(Cl)c(NC(=O)CN2CCc3ccccc3C2)c1	6%	5%	5%	.	.	-0.2%	-15%	2.2	51	1%	-5%
O=C(O)CSc1c2c(nc3cc(C(=O)Nc4ccc(F)c(Cl)c4)ccc13)CCCC2	-5%	-8%	0%	i	3.7	57%	-2%	3.3	51	-5%	2%
COc1ccc(S(=O)(=O)N2CCCCCC2)cc1NC(=O)CN1C(=O)NC(C)(c2ccccc2)C1=O (configuration not stated)	.	-3%	.	i	0.6	.	8%	2.2	59	.	.
O=C(Oc1ccccc1/C=C\C(=O)c1cc2ccccc2o1)c1ccccc1	-4%	5%	3%	i	0.0	2.0%	2%	38	58	6%	-6%
CC12CN3CCN(CC(C3)/C1=N/N=C/c1cccc([N+](=O)[O-])c1)C2	-1%	-10%	11%	i	0.5	0.5%	18%	0.0	59	-2%	5%
CNC(=O)c1c(C)noc1C	0%	3%	11%	i	0.0	-1.1%	0%	-0.6	80	-3%	4%
O=C(O)CSCC(=O)Nc1ccc(C2CCCCC2)cc1	5%	-7%	-3%	i	4.0	4.6%	3%	-0.1	73	6%	6%
O=C(COC(=O)c1ccccn1)c1ccc([N+](=O)[O-])cc1	5%	-4%	7%	i	0.7	6.6%	13%	3.3	40	-2%	2%
COC(=O)c1ccccc1NC(=O)Nc1ccc2c(c1)OCO2	2%	13%	-6%	i	1.3	-0.6%	-5%	-1.2	72	-6%	-7%
COC(=O)C1=C(CN2CCCc3ccccc32)NC(=O)NC1c1ccc(F)cc1 (configuration not stated)	0%	-3%	12%	i	0.8	5.2%	6%	0.9	49	0%	5%
Cn1c(CNC(=O)c2ccc(Cl)cc2)nnc1SCC(=O)Nc1sc2c(c1C#N)CCCC2	2%	7%	11%	i	2.3	-2.2%	9%	13	73	1%	8%
NS(=O)(=O)c1ccc(NS(=O)(=O)c2cccs2)cc1	-4%	6%	-5%	i	6.0	-0.9%	10%	-0.8	38	-7%	28%
COc1ccc(NC(=S)NC23CC4CC(CC(C4)C2)C3)cc1OC	5%	-1%	-7%	i	0.6	0.4%	0%	5.3	60	-6%	0%
Cc1ccc(S(=O)(=O)N(Cc2ccccc2)c2ccccc2C(=O)NCc2cccnc2)cc1	3%	3%	1%	i	0.7	-0.4%	7%	-1.0	68	-3%	7%
COc1ccc2[nH]c3c(=O)n(CCCC(=O)NC4CCC(C)CC4)c(=S)[nH]c3c2c1 (configuration not stated)	-5%	2%	7%	i	2.2	-0.6%	0%	0.4	72	-8%	-4%
Cc1ccn(CC(=O)N2CCCC(N3CCN(c4cccc(Cl)c4)CC3)C2)n1 (configuration not stated)	2%	-3%	3%	i	0.0	2.4%	12%	-0.1	72	-8%	-5%
CCOC(=O)C(NC(=O)CC)(Nc1ccccc1OC)C(F)(F)F (configuration not stated)	1%	16%	2%	i	1.1	-1.5%	8%	-1.0	43	-8%	1%
O=C(Cc1ccc(F)cc1)NCCc1cnc[nH]1	-5%	0%	-4%	i	1.2	0.0%	3%	-1.3	119	-7%	-3%
O=C(CSc1ccccc1)Nc1nnc(/C=C/c2ccccc2)s1	3%	-14%	-3%	i	0.4	1.2%	7%	4.1	55	-8%	4%
CNC(=O)CN(c1ccc2c(c1)OCCO2)S(C)(=O)=O	1%	4%	-7%	i	10	1.3%	-2%	-1.5	77	-1%	-5%
CC(Oc1ccc(Br)cc1Br)C(=O)NC1CCCC1 (configuration not stated)	0%	-2%	-6%	.	.	1.3%	.	1.4	28	-4%	-2%
Cc1cc(C)c(NC(=O)/C(=C/c2ccco2)c2ccccc2)c(C)c1	1%	-7%	2%	i	0.6	-2.5%	9%	0.5	59	1%	-8%
CCOc1ccc(NC(=O)c2cc(Cl)nc3ccccc23)cc1	-4%	1%	7%	i	0.4	0.4%	8%	6.7	49	-6%	8%
O=C(NN1CCOCC1)c1ccccc1Br	4%	-3%	3%	i	0.0	2.7%	3%	-0.5	69	-5%	3%
O=C(CN1C(=O)c2cccnc2C1=O)c1ccccc1	2%	0%	-1%	i	0.9	3.6%	3%	-0.6	83	4%	14%
CCOc1cc(C(=O)Nc2ccon2)cc(OCC)c1OCC	3%	1%	99%	i	6.3	-0.6%	-11%	-2.0	77	-5%	9%
COc1ccc(OC)c(-c2cc(C(=O)Nc3c(C)nn(Cc4ccccc4C)c3C)no2)c1	1%	10%	19%	+	30*	-0.8%	8%	2.5	56	8%	-4%
Cc1cccc(Nc2c3c(nc4ccccc24)CCC3)c1	9%	106µM*	10%	i	0.5	-1.0%	.	16	48	-2%	-7%
Cc1ccc(Nc2ccc(C(N)=O)cc2[N+](=O)[O-])cc1C	-3%	-3%	-16%	i	0.1	-2.4%	0%	2.7	62	-7%	-10%
CC1C(=O)OC(c2ccc(Br)cc2)C(C)(C)C1=O (configuration not stated)	-2%	-2%	-4%	i	1.3	0.1%	-3%	-1.2	46	-8%	1%
O=C(CN1CCN(S(=O)(=O)c2ccc(Cl)cc2)CC1)Nc1ccc(F)cc1F	0%	8%	11%	i	0.6	0.0%	3%	0.5	44	-4%	9%
O=C(CN1C(=O)CSC1=O)Nc1ccccc1N1CCOCC1	2%	-3%	-1%	i	1.0	-1.0%	2%	-1.2	86	-9%	6%
CCOc1ccccc1C(=O)NCC(=O)NCCCSc1ccccc1	5%	10%	?	i	0.9	0.4%	6%	1.0	65	-4%	14%
COc1cccc(NC(=O)NCC2CCN(Cc3ccc(F)cc3)CC2)c1	-1%	-13%	3%	i	0.2	-0.8%	14%	-1.2	80	-6%	8%
Cc1ccc(S(=O)(=O)N(C)C)cc1NC(=O)[C@H](Cc1ccccc1)N1C(=O)c2ccccc2C1=O	7%	-3%	1%	i	0.4	0.8%	8%	-0.4	50	-2%	2%
COc1cc2ncnc(NCc3ccc(C)o3)c2cc1OC	-1%	-8%	7%	i	0.3	0.7%	7%	-0.7	46	-5%	21%
C#CCOCCOCCOCCNc1nc(N2CCN(C(=O)[C@H](CCCCN)n3cc([C@@H](N)C(C)CC)nn3)CC2)nc(N2CCN(C(=O)[C@H](CCCCN)n3cc([C@@H](N)CO)nn3)CC2)n1 (some centres not stated)	11%	-11%	0%	.	.	-0.6%	.	0.1	104	-13%	0%
CCOC(=O)CCNC(=O)N1CCCC(N2CCN(c3ccc(OC)cc3)CC2)C1 (configuration not stated)	2%	0%	-4%	i	0.9	-0.2%	-3%	-0.7	57	3%	0%
Cc1cc(C(=O)NCc2ccccc2F)c2ccccc2n1	2%	-9%	13%	i	2.9	0.5%	2%	0.4	52	-7%	17%
CCOc1ccc(C(=O)C(C)=O)c(OCC)c1	-4%	3%	11%	i	0.2	-1.5%	.	-0.5	49	0%	-13%
CCOc1ccccc1C1CC(=O)Nc2cc3c(cc21)OCCO3 (configuration not stated)	7%	9%	-8%	.	.	-1.2%	7%	7.0	69	0%	6%
Cc1cnc(C(=O)OCC(=O)N2c3ccccc3CC2C)cn1 (configuration not stated)	0%	-1%	4%	i	0.6	1.2%	6%	-0.4	59	0%	-12%
Cc1ccc(CCNC(=O)C2CCCN(S(=O)(=O)c3cnc[nH]3)C2)cc1 (configuration not stated)	9%	6%	10%	i	0.9	-0.2%	6%	1.1	64	-1%	8%
COc1ccc(OC)c(NC(=O)C2CCN(S(C)(=O)=O)CC2)c1	5%	0%	11%	i	1.7	-2.2%	4%	2.7	41	-6%	9%
Cc1ccccc1NC(=S)NCCc1ccccn1	1%	13%	7%	i	1.2	-0.1%	3%	2.1	100	-3%	-4%

Part of the list above, with two lines to a compound.
The line under a structure holds: Siah-1 displacement, PhoP inhibition, GPR55 LPI antagonism, Myeloid diff 2, Myeloid diff 2 GFP+ MAC1+ %, HIV peptide binding, Rac1 GTP hydrolysis, NTR1 agonist, NTR1 agonist cell count 20 µM, LYP inhibition, GPR35 arrestin U2OS
- Cc1cnc(C(=O)OCC(=O)N2c3ccccc3CC2C)cn1 (configuration not stated)
 : 0%, -1%, 4%, i, 0.6, 1.2%, 6%, -0.4, 59, 0%, -12%
- COc1cc2ncnc(NCc3ccc(C)o3)c2cc1OC
 : -1%, -8%, 7%, i, 0.3, 0.7%, 7%, -0.7, 46, -5%, 21%
